# MEKK2 WT-MEK5: modulators of MEK5 binding to wildtype MEKK2, primary screen, biochemical, multiplex bead flow cytometry, Alexa488-MEK5. Mitogen-activated protein kinase kinase kinase 2 (Homo sapiens), Q9Y2U5. binding response (% of control), % at 10 µM. Alexa488-MEK5 binding to MEKK2 WT; actives lie on both sides. hit rate 1.1% among 290,000; in the data active = binding response below about 67% or above about 130%
# DNA FID counter: compounds displacing fluorescent DNA intercalator, primary screen, artefact control for HCV NS3 helicase inhibitor project, biochemical, FID fluorescence. DNA fluorescent intercalator displacement. inhibition, % at 7.9 µM. hit rate 0.17% among 290,000. AID 1845, 2009; in the data active = inhibition above about 37%;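 note: 0% = vehicle and 100% = reference compound; higher means more ethidium bromide displaced from hairpin DNA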
# PfM18AAP inh: PfM18AAP inhibitors, malaria aminopeptidase, primary screen, biochemical, QFRET, recombinant enzyme; M18 aspartyl aminopeptidase (Plasmodium falciparum 3D7); inhibition, % at 7.35 µM; H-Glu-NHMec fluorogenic cleavage; hit rate 1.2% among 290,000;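 active = inhibition above the campaign mean inhibition over all tested compounds plus 3 SD, cut at about 28% in these data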;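 note: 0% = plate median of test compound wells and 100% = 2 mM ZnCl2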
# OXTR agonist: human OXTR agonists, primary screen, fluorescence, CHO-OTR cells, Fluo-8 calcium; Oxytocin receptor (Homo sapiens), P30559; Fluo-8 calcium fluorescence; normalized: DMSO 0%, oxytocin 100%; activation, % at 3 µM; hit rate 0.32% among 320,000; AID 2435, 2010;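 active = activation above the mean of all tested compounds plus 3 SD, cutoff set per screening run, cut at about 20% in these data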;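 note: peak over basal fluorescence ratio from a 100 s FLIPR kinetic read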
# GPR7 antagonist: GPR7 receptor antagonists, primary screen, cell-based, fluorescence, single concentration; hit rate 1.1% among 290,000; inhibition, % at 4.4 µM; GPR7-expressing cells, fluorescence antagonist assay; Neuropeptides B/W receptor type 1 (Homo sapiens), P48145; AID 1861, 2009; in the data active = inhibition above about 16%, passing the limit was not always enough;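 note: cells stimulated with the agonist NPW; 0% = agonist with vehicle and 100% = vehicle without agonist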
# Target sequence (P48145 whole entry, looked up): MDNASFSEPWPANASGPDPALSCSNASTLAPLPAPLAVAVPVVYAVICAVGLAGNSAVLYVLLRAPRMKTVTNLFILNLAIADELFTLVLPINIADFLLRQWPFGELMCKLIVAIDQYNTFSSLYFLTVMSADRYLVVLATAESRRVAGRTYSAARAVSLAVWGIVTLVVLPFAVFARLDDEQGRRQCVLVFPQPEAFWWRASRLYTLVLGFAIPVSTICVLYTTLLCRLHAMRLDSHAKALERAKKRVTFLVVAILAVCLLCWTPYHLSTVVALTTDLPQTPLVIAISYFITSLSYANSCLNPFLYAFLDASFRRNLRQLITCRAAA
# MEKK2 mut-MEK5: MEK5 binding signal on mutant MEKK2 PB1, primary screen, biochemical, multiplex bead flow cytometry, Alexa488-MEK5 | Alexa488-MEK5 binding to MEKK2 mutant | percent response, % at 10 µM | hit rate 0.35% among 290,000 | AID 1530, 2009; in the data active = percent response above about 24%, passing the limit was not always enough; note: inactives centre near 1; some results filed as inactive read as strong as hits; reference of the scale not given here
# MEKK3 PB1 HTS: modulators of MEKK3-MEK5 PB1 binding, primary screen, biochemical, wildtype MEKK3, multiplex bead flow cytometry, Alexa488-MEK5; AID 1529, 2009; hit rate 1.4% among 290,000; bead-based flow cytometry, Alexa488-MEK5 binding to MEKK3; actives lie on both sides; 0 = blocked by unlabeled MEK5, 100 = vehicle; Mitogen-activated protein kinase kinase kinase 3 (Homo sapiens), Q99759; binding response (% of control), % at 10 µM;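 active = binding response more than 3 SD above or below the average of its plate-row segment, actives on both sides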;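 note: Alexa488 bead fluorescence after subtracting the streptavidin-only scavenger bead signal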
# Target sequence (Q99759 whole entry, looked up): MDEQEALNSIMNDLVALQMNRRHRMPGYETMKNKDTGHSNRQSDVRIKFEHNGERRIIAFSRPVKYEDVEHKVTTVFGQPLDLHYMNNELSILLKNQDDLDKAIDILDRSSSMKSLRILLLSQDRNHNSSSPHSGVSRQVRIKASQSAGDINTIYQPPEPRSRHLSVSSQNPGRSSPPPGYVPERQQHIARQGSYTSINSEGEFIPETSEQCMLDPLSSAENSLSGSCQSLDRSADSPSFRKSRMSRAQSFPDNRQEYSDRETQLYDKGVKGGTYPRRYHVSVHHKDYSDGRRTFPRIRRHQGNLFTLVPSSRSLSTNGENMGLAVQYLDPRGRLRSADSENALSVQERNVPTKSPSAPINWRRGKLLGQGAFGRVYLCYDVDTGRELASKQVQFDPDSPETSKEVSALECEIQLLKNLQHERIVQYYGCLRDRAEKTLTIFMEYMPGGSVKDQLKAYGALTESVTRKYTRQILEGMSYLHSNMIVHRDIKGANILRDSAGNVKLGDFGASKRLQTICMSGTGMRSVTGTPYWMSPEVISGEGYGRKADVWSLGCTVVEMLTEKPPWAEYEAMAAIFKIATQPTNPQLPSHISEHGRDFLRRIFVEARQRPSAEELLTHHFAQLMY
# PHOSPHO1 block: PubChem AID 1565 | inhibition, % at 13.3 µM | Phosphoethanolamine/phosphocholine phosphatase (Homo sapiens), Q8TCT1 | recombinant PHOSPHO1, absorbance phosphatase assay | hit rate 1.1% among 290,000; in the data active = inhibition above about 60%
# NALP1 inh: NALP1 inflammasome inhibitors in reconstituted yeast, colorimetric, S. cerevisiae, triplicate retest; S. cerevisiae NALP1/ASC/caspase-1 growth, X-gal OD620, 72 h; inhibition, % at 10 µM; hit rate 0.61% among 280,000; AID 2071, 2009; in the data active = inhibition mostly above about 24%, no sharp cut-off; inactive = mostly below about 32%; note: some compounds called inactive have numbers as strong as hits
# Numbers without * were called inactive; · = not tested or not shown; [ ] = dose if it differs, or a comment.
# Second line of a record: MEKK2 WT-MEK5	DNA FID counter	PfM18AAP inh	OXTR agonist	GPR7 antagonist	MEKK2 mut-MEK5	MEKK3 PB1 HTS	PHOSPHO1 block	NALP1 inh
> Cc1nc(N2CCN(c3ccccn3)CC2)c2c(C)c(C(=O)Nc3c(F)cc(F)cc3Br)sc2n1
    102	-46	4	-0.5	11	3	106	18	4
> CC(=O)Cn1c(N2CCC(Cc3ccccc3)CC2)nc2c1c(=O)[nH]c(=O)n2C
    114	-12	-1	-2.2	-8	11	115	-10	-5
> CCOC(=O)c1ccc(N2C(=O)C(O)=C(C(C)=O)C2c2ccc([N+](=O)[O-])cc2)cc1 (stereo unspecified)
    101	-30	15	-0.8	10	1	107	29	12
> O=C(C1CCN(S(=O)(=O)c2ccccc2[N+](=O)[O-])CC1)N1CCOCC1
    94	0	-8	1.2	-10	-2	94	12	2
> COc1ccc(N(CC(=O)Nc2ccc(Cl)cc2)S(=O)(=O)c2c(C)n[nH]c2C)cc1
    99	-5	14	6.0	-15	-1	100	40	8
> CSc1ccc(C(=O)C2CCCN(Cc3cccn3-c3cccnc3)C2)cc1 (stereo unspecified)
    119	5	-2	2.1	-9	17	108	27	11
> CCc1ccc(NC(=O)CCc2c(C)nn(-c3ccc(N4CCCCC4)nn3)c2C)cc1
    102	-38	2	-1.9	-27	2	99	32	7
> Cn1nnnc1SCc1ccc(Cl)cc1
    102	-1	2	-1.0	3	-3	107	53	23
> COP(=O)(OC)C(Nc1ccc(Cl)cc1)c1ccccc1 (stereo unspecified)
    112	-12	0	-0.2	-12	7	110	15	9
> CC1(C)Cc2c(ccc3ccccc23)C2=C(C(=O)N3CCCC3)C(=O)C(=O)N21
    101	-19	4	·	-10	0	101	40	-25
> CCOc1ccc(-c2nonc2NC(=O)c2ccco2)cc1
    107	-9	-2	-0.5	-17	5	103	27	0
> CSc1ncccc1C(=O)N1CCCC(Nc2ccc(C)c(C)c2)C1 (stereo unspecified)
    102	-25	-3	·	-8	2	101	22	10
> Cc1cccc(C(=O)Nc2ccc(O)cc2)c1
    90	1	9	-0.7	7	1	76	·	·
> CC(C)Oc1ccc(CN2CCCC(CO)(Cc3ccc(F)cc3)C2)cc1 (stereo unspecified)
    123	12	-5	0.6	1	9	99	26	-42
> CCCN1CCCc2ccccc21
    99	3	5	0.5	-12	0	98	20	5
> N#Cc1cccc(-n2nnnc2-c2ccc3c(c2)OCO3)c1
    112	-3	5	3.3	-4	6	104	25	3
> NC(=O)c1cccc(NC(=O)CCCCC(=O)Nc2cccc(C(N)=O)c2)c1
    109	-2	-2	0.5	-1	6	107	22	5
> Cc1cc(Cl)nc2ccc(Cc3ccc4nc(Cl)cc(C)c4c3)cc12
    86	-17	4	0.4	-6	-10	89	-15	-6
> CCN1CCN(Cc2ccc(NC(=O)c3ccc(C)c(NC(=O)c4cc(-c5ccc(Br)cc5)n[nH]4)c3)cc2C(F)(F)F)CC1
    150*	·	·	0.4	·	75*	109	16	·
> CCOC(=O)c1ccc(NC(=O)N2CCN(CCc3ccccc3)CC2)cc1
    107	-11	-12	4.8	-9	4	104	-3	13

# An excerpt of these results, with bars between the fields:
SMILES | MEKK2 WT-MEK5 | DNA FID counter | PfM18AAP inh | OXTR agonist | GPR7 antagonist | MEKK2 mut-MEK5 | MEKK3 PB1 HTS | PHOSPHO1 block | NALP1 inh
COP(=O)(OC)C(Nc1ccc(Cl)cc1)c1ccccc1 (stereo unspecified) | 112 | -12 | 0 | -0.2 | -12 | 7 | 110 | 15 | 9
CC1(C)Cc2c(ccc3ccccc23)C2=C(C(=O)N3CCCC3)C(=O)C(=O)N21 | 101 | -19 | 4 | · | -10 | 0 | 101 | 40 | -25
CCOc1ccc(-c2nonc2NC(=O)c2ccco2)cc1 | 107 | -9 | -2 | -0.5 | -17 | 5 | 103 | 27 | 0

# Further structures follow:
# Second line of a record: MEKK2 WT-MEK5	DNA FID counter	PfM18AAP inh	OXTR agonist	GPR7 antagonist	MEKK2 mut-MEK5	MEKK3 PB1 HTS	PHOSPHO1 block	NALP1 inh
> COc1ccc(N(CC(=O)NCc2ccccc2)C(=O)Cn2nnc(-c3ccccc3F)n2)cc1OC
    102	-11	3	1.9	-13	5	102	40	-6
> Cc1c(C(=O)O)oc2ccc(S(=O)(=O)N(CC(C)C)CC(C)C)cc12
    109	-30	1	-0.7	-3	13	107	12	5
> Cc1ccc(C(=O)c2coc3ccc(O)c(CN(C)C)c23)cc1
    106	12	-5	-0.6	-5	11	107	19	19
> O=C(COC(=O)C1C2CC3OC(=O)C1C3C2)Nc1ccc(Cl)cc1 (stereo unspecified)
    94	-6	-12	11	-4	0	101	15	12
> Cc1nc2c3ccccc3nc(NNC(=O)CCC(=O)NCCC(C)C)n2n1
    109	-6	23	-2.0	-8	0	130*	-2	6
> COc1cc(C)c(NC(c2ccccc2)c2ccccc2)cc1OC
    85	-10	-6	-2.9	-11	-11	93	12	-4
> O=C(CCCNC(=O)/C(=C/c1ccc(Br)cc1)NC(=O)c1ccccc1)OCc1ccccc1
    102	-32	-1	-0.2	-1	11	97	-2	34
> COc1ccc(C)cc1S(=O)(=O)N(C)CC(=O)Nc1ccc2c(c1)OCCO2
    97	-18	-7	5.2	-5	2	100	14	-12
> CCCC(=O)Nc1cccc(NC(=S)NC(=O)C(C)Oc2ccc(Cl)cc2Cl)c1 (stereo unspecified)
    97	-6	-1	0.4	4	14	106	-11	12
> Cc1ccc(CCNC(=O)C2CCCN2S(=O)(=O)c2ccc3c(c2)CCC(=O)N3)cc1 (stereo unspecified)
    120	-24	-6	0.3	-8	6	110	-14	13
> Cc1ccc(-c2[nH]ncc2/C=N/n2c(COc3ccccc3)nc3ccccc3c2=O)cc1
    89	-8	2	-0.7	0	11	100	2	-12
> CCOc1ccc(N/C=C/C(=O)c2ccc(C)cc2)c([N+](=O)[O-])c1
    103	7	9	0.0	2	3	107	35	-4
> Cc1cccc(NC(=O)C2c3ccccc3Oc3ccccc32)n1
    87	-5	1	-2.2	5	-11	99	28	-16
> CCOc1ccc(C2OC34CCCCC3C(C#N)(C#N)C2(C#N)C(=N)O4)cc1OC (stereo unspecified)
    100	-4	4	3.1	0	2	101	11	4
> Cc1c(NC(=O)CC(=O)Nc2c(C)n(C)n(-c3ccccc3)c2=O)c(=O)n(-c2ccccc2)n1C
    107	-2	-7	-0.5	-5	8	109	23	10
> COc1ccc(-c2ccc(NS(=O)(=O)c3cc([N+](=O)[O-])ccc3C)cc2)nn1
    96	-14	4	0.8	-4	-3	101	26	-1
> Cc1cccc(-n2c(C)c(C)c3c(N)ncnc32)c1
    98	-11	7	0.2	-10	5	98	56	-2
> COc1ccc(CCNC(=O)CC(=O)N/N=C/c2ccc(C(=O)O)cc2)cc1OC
    103	-5	3	-0.4	-1	8	100	-8	8
> NC(=O)CSc1nnc(-c2ccccc2F)n1C1CC1
    100	-5	1	0.3	-15	2	99	23	10
> O=C(C1CC(c2ccc(F)cc2)=NO1)N1CCN(Cc2ccccc2)CC1 (stereo unspecified)
    105	-6	-14	1.3	0	-1	98	11	12
> CCCCC(CCCC)=N/N=C/c1c(O)n(CC)c2cc(C3=NNC(=O)CC3)ccc12
    104	-3	0	0.8	5	4	109	3	14
> Cc1cccc(/C(N)=N/OC(=O)c2ccoc2C)c1
    77	-6	-2	-0.9	-9	-14	82	14	32
> Cc1c(NC(=O)C2C3C=CC(C3)C2C(=O)O)c(=O)n(-c2ccccc2)n1C (stereo unspecified)
    107	-4	-9	-0.8	5	4	106	-1	3
> COCCn1nnnc1C(C(C)C)N(Cc1ccccc1)Cc1cc2cc(OC)ccc2[nH]c1=O (stereo unspecified)
    97	4	-2	·	0	-5	101	-3	20
> CC(NC(=O)CSC1=NCCS1)c1ccccc1 (stereo unspecified)
    109	-3	3	-0.5	-3	13	98	3	25
> COc1ccccc1NC(=O)c1ccc(NS(=O)(=O)c2ccc(F)c(F)c2F)cc1
    104	-38	-7	-0.7	-9	-1	104	2	28
> CC(C)c1onc(C(=O)NCc2ccc(F)cc2)c1[N+](=O)[O-]
    99	1	13	-1.3	3	0	98	-10	34
> O=C(O)c1ccc(S(=O)(=O)Nc2ccc3c(c2)OCCO3)cc1
    99	-9	-1	1.2	-11	8	100	10	14
> COc1ccc(NC(=O)Nc2ccccc2C(N)=O)cc1OC
    93	-1	-2	0.5	-4	-6	93	-9	·
> O=C(O)c1cccnc1-c1ncccc1C(=O)O
    97	2	2	1.3	7	-4	98	8	1
> O=C(O)C1C2CCC(CC2)C1C(=O)N1CCN(Cc2ccc(F)cc2)CC1 (stereo unspecified)
    103	0	-1	0.5	-19	1	100	·	28
> Cc1cc2nc3n(c2cc1C)CC1CC(C(=O)NCCc2cccs2)N(C)C31 (stereo unspecified)
    96	·	·	-0.7	·	-6	95	44	·
> O=C(c1ccc(S(=O)(=O)N2CCCCC2)cc1)N1CCc2ccccc2C1
    94	-13	-14	0.0	9	-11	98	1	2
> Cc1ccccc1N1CCN(Cc2c[nH]c3ccccc23)CC1
    116	8	-5	7.3	4	5	104	7	13
> S=C(NCCN1CCOCC1)Nc1ccc(Cl)cc1
    106	3	1	0.2	0	2	95	10	35
> COC(=O)C1C2C=CC3(CN(CC4CCCO4)C(=O)C13)O2 (stereo unspecified)
    113	-4	17	0.4	-13	6	109	0	29
> CSc1nc2ccccc2n1CC(=O)Nc1c(C)cccc1C
    71	-2	6	-1.2	15	6	49*[inhibitor]	4	-5
> CCOC(=O)c1ccc2c(c1)C1C=CCC1C(C(=O)OCC)N2 (stereo unspecified)
    107	-12	10	-0.2	-8	5	105	-21	18
> Cc1cc(C)nc(Sc2c(F)c(F)c(C(F)(F)F)c(F)c2F)n1
    103	1	-6	0.0	-25	12	107	5	-4
> COc1cc(C(=S)N2CCOCC2)ccc1OC(=O)c1ccccc1
    115	-22	4	0.6	-2	4	109	·	·
> COc1ccc(NC(=O)CSc2nc(N)c(NC(=O)c3ccccc3F)c(=O)[nH]2)cc1
    100	-7	-3	0.3	-10	-1	103	38	1
> O=C(Nc1ccc(-c2csc(-c3ccccc3)n2)cc1)c1ccccc1
    108	1	-26	0.8	-7	3	105	27	7
> O=C(Nc1ccccc1N1CCOCC1)c1cc(F)cc(F)c1
    92	-4	-7	-2.4	-18	-7	97	32	-10
> CCOC(=O)N1CCC(NC(=O)c2ccc3c(c2)N(Cc2ccccc2)CCS3)CC1
    101	-4	-5	-1.1	-3	3	106	23	4
> C=CC[C@H]1CC(C)=C[C@H](CC=C)N1C(=O)c1cc(COc2ccccc2SC)on1
    105	-46	-7	3.0	-14	1	106	18	7
> Cc1cccc(OCCCC(=O)NC2CCCCC2)c1
    94	-16	-3	-1.7	-11	0	96	-17	16
> Cn1nnnc1SCC(=O)Nc1ccc(Cl)cc1Cl
    ·	-1	0	·	-4	·	·	6	5
> Cc1ccc(CNCc2cc3c(C(C)(C)C)nn(-c4ccccc4)c3[nH]c2=O)cc1
    109	9	10	-0.7	-3	7	103	-34	8
> COc1ccc(CNC(=O)C2CC=CCC2C(=O)O)cc1OC (stereo unspecified)
    96	-1	-1	-0.1	-3	-6	93	4	9
